NLRP3 yeast inh – inhibitors of NALP3 inflammasome in yeast. 330,000 tested, 0.39% active. inhibition, % at 10 µM. Yeast reconstituted NLRP3/ASC/caspase-1, beta-gal luminescence, 24 h;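 active means inhibition of 50% or more; inactive means inhibition below 50%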;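 further: plate controls were induced DMSO wells for no effect and uninduced yeast grown without galactose for full effect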
mIAP act – increases mouse intestinal alkaline phosphatase activity; muIAP, CDP-Star luminescence, 30 min; active compounds read high; 1 = vehicle-only enzyme signal, 0 = enzyme-free wells; 330,000 tested, 0.24% active; AID 2805; activation factor at 10 µM;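 active means activation factor of at least 2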; further: the source names both 10 and 20 µM as test concentration; values of inactives mirror those of a sister screen read the other way
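System: Mouse IAP enzyme | Also added: CDP-Star substrate | Dosing: Compounds dispensed in DMSO | Schedule: 30 min enzyme-substrate-compound incubation at room temperature | Technique: Chemiluminescence readout | Control set: DMSO-only wells and no-enzyme negative control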
mIAP block – blocks mouse intestinal alkaline phosphatase. inhibition, % at 10 µM. 330,000 tested, 0.2% active. purified mouse IAP, CDP-Star luminescence, 30 min. AID 2806;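 active means inhibition of at least 40% at 10 µM in the primary screen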;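 further: plate controls were DMSO with enzyme for no effect and no enzyme wells for full effect; values of inactives mirror those of a sister screen read the other way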
beta cell repl – inducers of beta-cell replication in MIN6 cells; MIN6 cells proliferation, ATPlite luminescence, 48 h; cells starved in 0.2% serum; 100% = growth in 10% serum; proliferation, % at 10 µM; 330,000 tested, 0.29% active; AID 2380;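 active means compounds whose signal lies at least 3.5 SD above the mean of all wells on their plate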;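 further: 0% = DMSO-treated cells in low-serum medium and 100% = 10% serum control; some compounds called inactive have numbers as strong as hits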
SENP1 FRET inh – SENP1 (human) catalytic domain inhibition | Q9P0U3 | recombinant SENP1 catalytic domain, CyPet-SUMO1-YPet FRET cleavage | inhibition, % at 10 µM | 360,000 tested, 0.21% active | AID 624204;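 active means inhibition at least 30% at 10 µM, raw YFP signal under a set limit, fluorescence ratio 0.5 to 1.5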;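 further: 0% = enzyme with DMSO and 100% = no enzyme wells; some results filed as inactive read as strong as hits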
Target sequence (Q9P0U3 419-644 limits assumed): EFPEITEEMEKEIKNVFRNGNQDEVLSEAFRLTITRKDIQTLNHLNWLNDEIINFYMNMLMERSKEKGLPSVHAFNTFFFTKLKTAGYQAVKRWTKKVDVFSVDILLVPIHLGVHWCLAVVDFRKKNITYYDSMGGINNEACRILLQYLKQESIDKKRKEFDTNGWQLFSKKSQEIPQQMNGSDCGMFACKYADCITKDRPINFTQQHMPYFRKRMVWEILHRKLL
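Controls: no-enzyme wells low, DMSO-plus-enzyme wells high control. Test system: human recombinant His6-tagged SENP1 catalytic domain enzyme. Reagent: SFCypet-SUMO1-SFYpet FRET protein substrate, 25 nM final. Doses: one dose per compound, 10 µM, 0.5% DMSO. Detection: FRET, CFP and YFP emission. Timing: 50 min reaction at room temperature.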
hIAP block – blocks human intestinal alkaline phosphatase; purified IAP, CDP-Star luminescence, 30 min; 330,000 tested, 0.12% active; inhibition, % at 10 µM;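 active means inhibition reaching a set limit with compound at 10 µM in the primary screen, cut at about 35% in these data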;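 further: plate controls were DMSO wells with enzyme for no effect and no-enzyme buffer wells for full effect; values of inactives mirror those of a sister screen read the other way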
hIAP act – human IAP activation | activation factor at 10 µM | 330,000 tested, 0.16% active | P09923 | purified human IAP, CDP-Star luminescence, 30 min; active compounds read high; 1 = vehicle-only enzyme, 0 = enzyme-free background;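 active means activation factor of the enzyme at least 2-fold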; further: the source names both 10 and 20 µM as test concentration; values of inactives mirror those of a sister screen read the other way
APOBEC3G inh – inhibitors of human APOBEC3G DNA deaminase; Q9HC16; recombinant A3G, ssDNA deamination FAM/TAMRA fluorescence; inhibition, % at 20 µM; 330,000 tested, 0.28% active; AID 493012;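 active means inhibition of at least 40% at 20 µM, with no more than 30% in the related APOBEC3A deaminase screen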;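 further: plate controls were DMSO wells with A3G for no effect and wells lacking A3G enzyme for full effect; some compounds called inactive have numbers as strong as hits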
Target sequence (Q9HC16 whole entry, looked up): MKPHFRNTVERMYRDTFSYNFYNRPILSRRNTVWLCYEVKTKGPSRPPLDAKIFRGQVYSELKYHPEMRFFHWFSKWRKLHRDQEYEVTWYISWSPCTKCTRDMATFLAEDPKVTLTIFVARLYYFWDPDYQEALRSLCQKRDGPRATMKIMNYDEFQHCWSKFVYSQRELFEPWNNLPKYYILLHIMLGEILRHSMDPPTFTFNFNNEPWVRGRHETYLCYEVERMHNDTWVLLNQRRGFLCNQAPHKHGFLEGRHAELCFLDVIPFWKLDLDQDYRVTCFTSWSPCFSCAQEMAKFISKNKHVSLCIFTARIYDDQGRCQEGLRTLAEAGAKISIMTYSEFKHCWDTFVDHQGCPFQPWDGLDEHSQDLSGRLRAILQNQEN
APOBEC3A inh – inhibitors of human APOBEC3A DNA deaminase. P31941. recombinant A3A, FAM/TAMRA ssDNA deamination fluorescence. inhibition, % at 20 µM. 330,000 tested, 0.41% active. AID 493011;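 active means at least 40% inhibition at 20 µM here, with at most 30% in a related deaminase screen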;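 further: plate controls were A3A with DMSO for no effect and wells lacking A3A enzyme for full effect; some results filed as inactive read as strong as hits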
Target sequence (P31941 whole entry, looked up): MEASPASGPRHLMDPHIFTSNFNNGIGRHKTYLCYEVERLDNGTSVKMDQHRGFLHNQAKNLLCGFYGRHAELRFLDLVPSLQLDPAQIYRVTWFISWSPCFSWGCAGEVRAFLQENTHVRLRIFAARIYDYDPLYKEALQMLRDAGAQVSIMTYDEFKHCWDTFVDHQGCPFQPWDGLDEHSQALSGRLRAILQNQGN
* hit, by the source's call; . = no result given.

Molecule,NLRP3 yeast inh,mIAP act,mIAP block,beta cell repl,SENP1 FRET inh,hIAP block,hIAP act,APOBEC3G inh,APOBEC3A inh
CN(C)S(=O)(=O)c1cccc(NC(=O)CCNC(=O)Nc2ccccc2)c1,15.0,1.05,-4.6,-2.7,0.4,-21.5,1.22,-4.0,7.6
COc1ccccc1N(CC(=O)Nc1ccc(S(=O)(=O)N2CCCCC2)cc1)S(C)(=O)=O,-1.4,1.05,-5.3,-0.9,-1.4,-5.2,1.05,-5.8,-1.1
Cc1ccc(OCC2Cn3c(nc4c3c(=O)n(C)c(=O)n4C)O2)cc1 (configuration not stated),3.4,1.05,-5.3,1.6,2.0,-14.4,1.14,-6.9,-2.4
Cc1ccc(NC(=O)COC(=O)c2cc(Cl)ccc2[N+](=O)[O-])cc1,26.4,0.811,18.9,0.0,1.8,1.1,0.989,-8.6,2.8
CCOC(=O)N/N=C1\CCS(=O)(=O)c2ccc(Cl)cc21,8.8,0.964,3.6,-0.4,1.2,9.2,0.908,0.1,-2.0
Cc1occc1-c1nnc(SCC(=O)c2c(N)n(Cc3ccccc3)c(=O)n(C)c2=O)n1C,-9.3,0.979,2.1,2.0,-1.4,-11.0,1.11,-8.1,-0.7
Cc1ccc(S(=O)(=O)N(C)CC(=O)NNC(=O)CCC(=O)c2ccc(F)cc2)cc1,17.2,1,-0.1,0.8,-0.6,-21.0,1.21,-4.0,-0.3
Cc1ccc(N2C(=O)C(CC(=O)Nc3cccc(F)c3)N(C3CC3)C2=O)cc1 (configuration not stated),6.2,0.999,0.1,-1.7,-2.1,-2.8,1.03,-6.7,-4.2
O=C(NC1CCSc2ccccc21)c1ccccc1Br (configuration not stated),22.6,0.981,1.9,0.4,2.6,29.9,0.701,-9.4,-0.7
CNC(=O)c1snnc1-c1ccccc1,19.4,1.08,-8.5,-1.7,4.1,-5.0,1.05,-3.5,1.1
COc1ccc([C@@H]2[C@@H]3C(=O)N(C(C)(C)C)C(=O)[C@@H]3[C@]3(Cc4ccccc4)C(=O)N(c4ccc(C)cc4)C(=O)N23)cc1,17.3,1.09,-8.8,-0.9,1.6,9.4,0.906,-9.1,-1.5
CC1(C)CC(=O)C2=C(C1)OC(c1ccc(O)cc1)C(C#N)=C2N (configuration not stated),-4.2,1.01,-0.9,3.1,-5.7,-11.9,1.12,-6.4,0.1
O=C(O)CC1S/C(=N/N=C/c2ccc([N+](=O)[O-])cc2)N(c2ccc(O)cc2)C1=O (configuration not stated),-0.2,0.931,6.9,-1.7,1.6,-3.8,1.04,-0.5,-0.4
O=C(/C=C/c1ccc(F)cc1)Nc1ccc2[nH]c(=O)[nH]c2c1,-2.6,1.03,-3.2,0.8,-27.5,-14.8,1.15,-2.9,-3.7
O=C(Cn1c(=O)oc2ccccc21)N(Cc1ccccc1)C1CCS(=O)(=O)C1 (configuration not stated),2.9,1.15,-15.2,-0.6,-0.6,0.8,0.992,4.9,0.1
O=c1cnnc(N/N=C/C2CC=CCC2)[nH]1 (configuration not stated),10.4,0.932,6.8,0.8,1.1,0.6,0.994,-8.7,-2.2
CN(C)S(=O)(=O)c1ccc(C(=O)NC(=O)CSc2nnnn2C)cc1,13.5,0.994,0.6,-4.0,-0.7,-12.4,1.12,-2.1,-2.0
NC(=O)N/N=C/c1ccc2cccc(OCc3ccccc3)c2n1,13.1,0.911,8.9,0.7,0.2,8.1,0.919,-6.7,0.6
CC(=O)Nc1ccc(S(=O)(=O)NCc2ccc3[nH]c(C)cc3c2)cc1,4.9,0.999,0.1,-2.2,-33.0,16.0,0.84,-4.1,-5.5
Cc1ccc(-n2ncc3c(NCC4CCCO4)ncnc32)c(C)c1 (configuration not stated),2.3,1.12,-11.9,-2.4,1.0,5.2,0.948,-2.5,-4.0
CC(=O)c1cc2c(cc1NC(=O)c1ccc(C)cc1)OCCO2,20.1,1.05,-5.0,-2.5,0.1,-0.6,1.01,-4.0,-3.7
O=C(N/C(=C/C=C/c1ccccc1)C(=O)N1CCOCC1)c1ccccc1Br,21.1,1.09,-9.0,1.6,1.8,-24.3,1.24,-5.8,-1.3
Cc1ccc(C)c(OCC(=O)N2CCN(C(=O)c3ccco3)CC2)c1,19.9,0.972,2.8,0.0,3.3,12.9,0.871,-0.3,2.9
C/C(=N\NS(=O)(=O)c1ccc(C)c([N+](=O)[O-])c1)c1ccc2c(c1)OCO2,-20.4,1.01,-0.7,4.5,1.3,9.8,0.902,-4.3,-1.9
C[C@@H]1NC(=O)[C@H](CCC(N)=O)NC(=O)c2cc([N+](=O)[O-])cc(I)c2NCC[C@@H](C(N)=O)NC1=O,3.4,0.949,5.1,0.7,.,13.6,0.864,-0.6,36.8

3 structures out of the list, arranged by length of the SMILES, rising.
Molecule,NLRP3 yeast inh,mIAP act,mIAP block,beta cell repl,SENP1 FRET inh,hIAP block,hIAP act,APOBEC3G inh,APOBEC3A inh
Cc1ccc(OCC2Cn3c(nc4c3c(=O)n(C)c(=O)n4C)O2)cc1 (configuration not stated),3.4,1.05,-5.3,1.6,2.0,-14.4,1.14,-6.9,-2.4
CN(C)S(=O)(=O)c1cccc(NC(=O)CCNC(=O)Nc2ccccc2)c1,15.0,1.05,-4.6,-2.7,0.4,-21.5,1.22,-4.0,7.6
Cc1occc1-c1nnc(SCC(=O)c2c(N)n(Cc3ccccc3)c(=O)n(C)c2=O)n1C,-9.3,0.979,2.1,2.0,-1.4,-11.0,1.11,-8.1,-0.7

Next section
Molecule,NLRP3 yeast inh,mIAP act,mIAP block,beta cell repl,SENP1 FRET inh,hIAP block,hIAP act,APOBEC3G inh,APOBEC3A inh
NC(=S)N/N=C/c1cccc(O)c1O,22.1,1.02,-2.3,-2.7,5.3,-115.2,2.15*,3.5,5.0
O=C(CCC(=O)c1cccs1)Nc1nc2ccccc2s1,3.0,0.935,6.5,-0.3,-13.2,15.7,0.843,-5.5,2.8
COc1cccc(N2CC(C(=O)Nc3nnc(SCCC4OCCO4)s3)CC2=O)c1 (configuration not stated),5.0,0.923,7.7,1.5,-2.2,-10.8,1.11,-10.6,-3.8
CC(CCc1ccccc1)OS(N)(=O)=O (configuration not stated),11.1,1.04,-4.3,-2.8,-0.3,1.0,0.99,-9.3,-4.1
COc1cc2c(cc1NC(=O)CSc1nnc(COc3ccc(Cl)cc3)n1C)oc1ccccc12,19.1,0.901,9.9,-5.1,2.4,8.6,0.914,-5.7,-0.7
Cc1cccc(C)c1NC(=O)CCCn1nc(C)c2c(C)n(-c3ccccc3)nc2c1=O,14.6,1.08,-7.8,-0.4,-0.5,-10.8,1.11,-5.0,8.1
CCn1nc(C)cc1Nc1ccccc1,-3.1,0.957,4.3,-1.4,-0.9,15.9,0.841,-6.5,1.0
COc1ccc(C2/C(=C(/O)c3ccccc3)C(=O)C(=O)N2CC(C)O)c(OC)c1 (configuration not stated),2.3,0.988,1.2,-4.1,0.9,-10.7,1.11,0.9,-0.9
Cc1ccc(CNC(=O)CN2C(=O)CSc3ccc(S(=O)(=O)N4CCCCC4)cc32)cc1,5.6,1.03,-2.8,-4.1,-1.0,-15.7,1.16,-6.6,-2.8
CC(C)NC(=O)CN1CCC(c2ccccc2)C(O)C1 (configuration not stated),-0.6,1.01,-1.0,-2.1,-4.3,8.9,0.91,-2.4,0.7
O=S(=O)(NCc1ccccc1)c1cccc2nsnc12,-4.0,0.883,11.7,-0.8,-3.7,-3.0,1.03,-3.5,2.3
Cc1ccc(Cl)cc1N1CCN(C(=O)Cc2c(C(=O)O)[nH]c3ccccc23)CC1,-10.7,0.962,3.8,-1.2,-5.2,-10.4,1.1,-3.0,0.5
O=C(NNC(=O)c1ccccc1F)c1ccc(S(=O)(=O)N2CCCC2)cc1,19.7,1.06,-6.4,-2.3,2.9,-15.3,1.15,0.8,0.8
COc1cc(CN/C(C)=C(\C#N)C(N)=O)cc(OC)c1OC,15.8,1.09,-9.4,-2.4,0.9,-1.2,1.01,-8.1,-2.0
O=C(Nc1ccc(N2CCOCC2)cc1N1CCOCC1)c1ncoc1-c1cccc(F)c1,19.1,0.907,9.3,5.2,5.5,8.0,0.92,-12.0,-6.2
CC(=O)Nc1ccc(NC(=O)COC(=O)CCc2nc3ccccc3s2)cc1,22.0,1.04,-3.6,-3.6,3.4,2.8,0.972,-8.6,-9.0
CCOc1ncc(S(=O)(=O)N2CCN(CC)CC2)cc1C(=O)O,10.5,0.942,5.8,3.2,2.6,9.4,0.906,-8.5,-2.3
O=C(NCc1ccc(N2CCCC2=O)cc1)c1cc(COc2c(F)cccc2F)on1,22.2,1.04,-4.4,1.4,-1.6,-10.8,1.11,-5.8,0.5
Cc1ccc(S(=O)(=O)NC(=NCC(=O)O)c2ccc(F)cc2)cc1,-1.6,1.09,-9.4,-1.3,1.2,-13.2,1.13,-4.3,-7.6
Cc1[nH]c2ccccc2c(=O)c1CN(C)Cc1ccccc1,17.9,1.06,-6.3,-0.4,-0.9,5.0,0.95,1.8,6.2
CC(=O)SCC[N+](C)(C)C,-0.2,1.04,-4.5,-2.5,-3.2,5.8,0.942,-0.9,-0.4
CC(=O)C1C(c2cccc(F)c2)c2c(n[nH]c2C)CC1(C)O (configuration not stated),-1.5,1.1,-10.3,-0.5,0.6,-10.0,1.1,-4.1,-6.5
Cc1nnc(Sc2nc3ccccc3o2)c2ccccc12,40.0,1.13,-12.8,-2.7,1.8,7.5,0.925,-2.9,0.9
Cc1[nH]c2ccccc2c1C(=O)COC(=O)c1nccnc1N,19.0,0.974,2.6,-2.5,3.4,26.1,0.739,1.9,30.9
O=C(CN1C(=O)/C(=C/c2ccccc2F)Oc2ccccc21)N1CCN(c2ccccn2)CC1,-1.9,1.04,-3.8,-4.1,1.2,-1.9,1.02,-7.8,-1.6

Molecule,NLRP3 yeast inh,mIAP act,mIAP block,beta cell repl,SENP1 FRET inh,hIAP block,hIAP act,APOBEC3G inh,APOBEC3A inh
O=C(c1ccccc1)c1ccc(Oc2ccc(C(=O)O)c(C(=O)O)c2)cc1,14.2,1.03,-3.2,-1.7,-1.9,-9.9,1.1,-3.6,-1.0
COc1cc(NC(=O)CC(C)S(=O)(=O)c2ccc3c(c2)NC(=O)CO3)cc(OC)c1OC (configuration not stated),2.8,1.02,-2.1,-1.7,1.7,-24.3,1.24,-0.1,12.7
COc1ccc(/C(N)=N/OC(=O)Oc2ccccc2)cc1OC,3.5,1.01,-0.8,1.8,0.3,-28.5,1.28,-2.0,-0.9
Cc1nn(C)c(NC(=O)c2ccccc2Cl)c1Cl,11.4,1.01,-0.9,-3.5,0.4,1.1,0.989,-4.5,0.0
O=C(Nc1ccccc1)c1ccccc1N=Cc1cccc(O)c1,6.2,1.01,-1.4,0.2,-5.3,-15.4,1.15,-9.0,-3.3
O=C(Nc1ccncc1)c1cncc(Br)c1,-0.1,0.974,2.6,-3.0,1.8,-11.5,1.11,-6.0,-0.3

Marked active in hIAP act, of those listed so far:
mol | NLRP3 yeast inh | mIAP act | mIAP block | SENP1 FRET inh | hIAP block | hIAP act | APOBEC3G inh | APOBEC3A inh
NC(=S)N/N=C/c1cccc(O)c1O | 22.1 | 1.02 | -2.3 | 5.3 | -115.2 | 2.15* | 3.5 | 5.0

Compound activity deposited in PubChem BioAssay by Sanford-Burnham Center for Chemical Genomics.

Not all compounds are listed; rates above refer to the full screens.
